DT40 TDP1 CPT – growth inhibition of DT40 Tdp1-/-;hTDP1 cells with camptothecin (screen for TDP1 inhibitors) | chicken DT40 Tdp1-/-;hTDP1 cells + 20 nM CPT, ATP luminescence, 48 h | Potency, µM (highest dose often 46.2 µM), for inactives: at the top dose activity change, negative = growth inhibition, most hits filed as inhibitors | hit rate 12% among 420,000; further: nearly all actives have a fitted effect of over 55% in size
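Chicken DT40 Tdp1-/- cells complemented with human TDP1, 400 cells/well, exposed to compounds plus 20 nM camptothecin for at least 48 h at 37 C; viability read as ATP content by CellTiter-Glo luminescence.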
N370S GC – inhibitors or activators of N370S glucocerebrosidase for Gaucher disease | Potency, µM (highest dose often 59.4 µM), inactives show top-dose activity change, negative = inhibition, hits mostly inhibitors | P04062 | N370S GC spleen homogenate, 4MU-glucoside fluorescence | hit rate 0.092% among 330,000 | AID 2101;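 further: 0% = full enzyme activity and -100% = no enzyme basal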
FEN1 inh – inhibitors of human flap endonuclease 1 | Potency, µM (doses to about 114 µM), for the others: at the top dose activity change, negative = inhibition, actives largely listed as inhibitors | AID 588795 | Recombinant FEN1 flap cleavage, fluorescence, 15 min | hit rate 0.35% among 390,000 | P39748; further: nearly all actives have a fitted effect of over 65% in size
Target sequence (P39748 whole entry, looked up): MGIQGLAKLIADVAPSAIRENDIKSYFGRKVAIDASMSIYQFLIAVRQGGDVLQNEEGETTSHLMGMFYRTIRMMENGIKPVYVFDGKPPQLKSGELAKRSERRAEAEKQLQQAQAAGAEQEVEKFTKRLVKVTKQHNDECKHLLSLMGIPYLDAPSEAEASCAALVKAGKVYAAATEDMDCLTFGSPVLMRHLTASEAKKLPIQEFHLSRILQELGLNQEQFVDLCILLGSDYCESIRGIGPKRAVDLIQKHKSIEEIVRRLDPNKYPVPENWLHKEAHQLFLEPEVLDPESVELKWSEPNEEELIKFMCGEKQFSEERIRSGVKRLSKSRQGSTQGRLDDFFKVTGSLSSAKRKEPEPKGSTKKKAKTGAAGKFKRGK
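Recombinant FEN1 (10 nM) was preincubated with pin-transferred compounds for 15 min at room temperature, then flap DNA substrate (50 nM final) was added. Plates were read at 0 and 15 min, and normalized concentration–response data were fitted to a four-parameter Hill equation.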
Starred values were filed as active, the others as inactive; ? = inconclusive; · = no result given; & = joins results of further samples. The call rests on the fitted dose curve; in most records, active means well fitted curve in the direction sought with a large enough effect; inconclusive means small, poorly fitted or top-dose-only effect, or another doubt; inactive means no such curve, though single readings can be large; an effect the other way counts as inactive or inconclusive. Unless noted, on the % scale 0 is the no-effect control and ±100 the full control effect; potency means the concentration at half of the fitted maximal effect. Only part of the results is shown (hit frequency here may not be typical).

No.	SMILES	DT40 TDP1 CPT	N370S GC	FEN1 inh
1	Cc1ccccc1OCc1nnc(SCC(=O)Nc2c(C)n(C)n(-c3ccccc3)c2=O)n1-c1ccccc1	2%	-8%	-7%
2	COc1ccccc1C(=O)NCc1ccccc1	?	0%	4%
3	Cc1cc(CSc2ccccc2)ccc1NC(=O)c1cccc([N+](=O)[O-])c1	-13%	1%	-1%
4	NC(=S)c1cnn2c(-c3cccc(C(F)(F)F)c3)ccnc12	-3%	-10%	-11%
5	OC/C=C/c1ccc(O)c(O)c1	-6%	10%	·
6	CCN(CC)c1nc2ccccc2nc1-n1nc(C)cc1C	?	-10%	-8%
7	Cc1ccccc1C(=O)NC(=S)N(C)C1CCCCC1	?	-8%	7%
8	Cc1ccc(C(=O)CCC(=O)N2CCC(C(N)=O)CC2)cc1	12%	-5%	-14%
9	Cc1ccc(C)c(Cn2c3ccccc3c3cnn(CC(=O)NC(C)CCc4ccccc4)c(=O)c32)c1 (stereo not drawn)	3.3µM*	·	-2%
10	Cc1ccc(-c2noc(-c3nnn(CC(=O)Nc4cc(C)cc(C)c4)c3N)n2)cc1	1.3µM*	·	16%
11	CC(=O)N1CCN(S(=O)(=O)c2cccc(C(=O)Nc3ccc(OC(F)F)cc3)c2)CC1	-17%	-13%	-1%
12	Cc1ccc(C(C2C(=O)CC(C)(C)CC2=O)C2C(=O)CC(C)(C)CC2=O)s1	?	14%	7%
13	O=C(CN1C(=O)NC2(CCCCCC2)C1=O)NCc1ccco1	-2%	18%	0%
14	CC(Cc1ccccc1)NC(=O)CN1C(=O)c2ccccc2S1(=O)=O (stereo not drawn)	5%	-4%	2%
15	CCc1noc(C)c1C(=O)NNC(=O)c1ccc(N(CC)CC)cc1	1%	·	1%
16	CCOc1ccccc1CNC(=O)Cn1cc2c(n1)-c1c(oc(C(=O)N3CCCC3)c1C)CC2	13µM*	·	?
17	C/C(=N\N1C(=O)c2ccccc2NC1c1ccco1)c1ccccc1O (stereo not drawn)	-87%	10%	-18%
18	CC(C)c1ccc(NC(=O)COC(=O)[C@H](CCC(N)=O)NC(=O)c2ccc(F)cc2)cc1	1%	28%	-2%
19	Cc1ccc2nc(SCC(=O)Nc3oc(C)c4c(C)n[nH]c(=O)c34)[nH]c2c1	-8%	·	-16%
20	CCc1ccccc1NC(=O)Cn1c(=O)n(CCc2ccccc2)c(=O)c2sc3ccccc3c21	-18%	·	17%
21	CCOc1ccc(S(=O)(=O)NN=C(C)c2cccnc2)cc1	-1%	·	-7%
22	O=C(Cc1cccs1)N1CCCC(c2nc3c(nnn3Cc3cccc(Cl)c3)c(=O)[nH]2)C1 (stereo not drawn)	?	-12%	-4%
23	CC(C)c1nnc(NC(=O)c2nc(SCc3ccc(F)cc3)ncc2Cl)s1	-20%	·	4%
24	O=C(Nc1nc2c(F)cccc2s1)c1ccc2c(c1)OCCO2	?	·	-24%
25	Cn1c(SCc2ccccc2F)nnc1-c1ccccn1	-18%	18%	22%
26	COc1ccc(NC(=O)c2cc(-c3ccccc3O)no2)cc1	-29%	·	-12%
27	CC(O)[C@H]1CNCCN1CCc1cc(C(F)(F)F)cc(C(F)(F)F)c1 (stereo partly drawn)	?	2%	10%
28	COc1cc(OC)c(C2=NOC(C(=O)Nc3cc(C)nn3-c3ccccc3)C2)cc1Cl (stereo not drawn)	-21%	3%	-15%
29	COCCNCC(=O)Nc1ccccc1Sc1ccccc1	?	3%	12%
30	Cc1cc(C)cc(NC(=S)/C(=C(\[O-])c2ccc(Cl)cc2Cl)[n+]2ccc(C(C)(C)C)cc2)c1	-20%	-5%	-11%
31	Cc1ccc(SCC(=O)NNC(=O)c2cncc(Br)c2)cc1	-7%	·	7%
32	Cc1cc(Oc2ncccc2[N+](=O)[O-])c2cc(Cl)ccc2n1	?	7%	-10%
33	CCOC(=O)c1c(C)[nH]c(C)c1S(=O)(=O)N(C)CC(=O)Nc1ccc(C)c(F)c1	-16%	·	9%
34	COc1ccc(CCNC(=S)NC(=O)c2ccccc2)cc1OC	-12%	17%	-18%
35	CC(=O)C1C(=O)c2c(cccc2[N+](=O)[O-])C1=Nc1ccc(S(N)(=O)=O)cc1 (stereo not drawn)	18µM*	-23%	-2%
36	COCCNC(=O)c1ccc(C(=O)NCCOC)s1	-15%	-2%	-15%
37	C=CCn1c(C)nnc1SCC(=O)Nc1ccccc1C(=O)NC1CC1	-4%	-1%	9%
38	CC(=O)c1ccc(N2CCN(C(=O)/C=C/c3ccc4ccccc4n3)CC2)cc1	?	9%	-1%
39	CCCn1c(C(O)c2cccc(OC)c2)nc2ccccc21 (stereo not drawn)	-23%	-3%	0%
40	CC(=O)Nc1ccc(S(=O)(=O)N2CCCC3CCCCC32)cc1 (stereo not drawn)	?	·	-20%
41	CCC(=O)OCOc1ccc(/C=C2/CCC(CN(C)C)C2=O)cc1 (stereo not drawn)	2.3µM*	·	-15%
42	COc1cc(CCC(=O)OCC(=O)Nc2ccc(F)cc2F)cc(OC)c1OC	-5%	?	-7%
43	O=C(CC1(O)C(=O)Nc2ccccc21)c1ccc(-n2cnnn2)cc1 (stereo not drawn)	1%	0%	3%
44	O=C1c2ccccc2C(Nc2ccc3c(c2)OCO3)N1Cc1ccc2c(c1)OCO2 (stereo not drawn)	?	1%	1%
45	NC(=S)Nc1cccc2[nH]ccc12	9%	4%	20%
46	COCC(CN1CCN(C2=NS(=O)(=O)c3ccccc32)CC1)OC(=O)c1ccc(OC)cc1 (stereo not drawn)	-1%	5%	13%
47	CSc1ncccc1C(=O)NCC(c1ccco1)N1CCCCC1 (stereo not drawn)	2%	·	9%
48	CCOC(=O)c1c(NC(=O)CSc2nnnn2C)sc(CC)c1C	?	18%	-16%
49	CCOC(=O)c1c(-c2ccccc2)csc1NC(=O)C1CCCO1 (stereo not drawn)	-27%	0%	-4%
50	COc1ccc(/C=N/NC(=O)C(=O)N2CCCC2)cc1OC	-4%	0%	5%
51	COc1ccc(NC(=O)Nc2cccc3c2O[C@H](CN(C)S(=O)(=O)c2ccc(F)cc2)[C@@H](C)CN([C@H](C)CO)C3=O)cc1	-27%	·	8%
52	CCOCCCNC(=O)c1ccc2c(c1)N=C(CC)c1cc(Br)ccc1S2	0.037µM*	-2%	-1%
53	COCCCN1C(=O)c2ccc(C(=O)OCC(=O)NCc3ccccc3OC)cc2C1=O	1%	-4%	-9%
54	COC(=O)/C(C#N)=C/c1c(Oc2cccc(C)c2)nc2ccccn2c1=O	-5%	1%	-6%
55	Cc1ccc(CNC(=O)C(C)n2ccc3cc(S(=O)(=O)N4CCCC4)ccc32)cc1 (stereo not drawn)	?	·	-1%
56	COC(=O)c1[nH]c2ccc(Cl)cc2c1NC(=O)CCN1CCOCC1	-3%	6%	1%
57	Cc1ccc(C(=O)N(CN2CCCC2=O)c2ccccc2)cc1	-21%	-1%	-1%
58	Cc1ccc2nc(-c3ccccc3)c(CN3CCN(c4ccccc4F)CC3)n2c1	?	?	-3%
59	Cc1nn(CC(=O)Nc2ccc(N3CCOCC3)cc2)c(C)c1[N+](=O)[O-]	-1%	·	-4%
60	Cc1cc(C)cc(-c2nnc(SCC(=O)c3c(N)n(C4CC4)c(=O)[nH]c3=O)o2)c1	-4%	-6%	-10%

Along the list, as entered above.
FEN1 inh, nos. 51 to 56, in order: 8%, -1%, -9%, -6%, -1%, 1%
N370S GC, nos. 51 to 56, in order: ·, -2%, -4%, 1%, ·, 6%
DT40 TDP1 CPT, nos. 51 to 56, in order: -27%, 0.037µM*, 1%, -5%, ?, -3%

Continuation.
No.	SMILES	DT40 TDP1 CPT	N370S GC	FEN1 inh
61	COc1ccc([N+](=O)[O-])cc1NC(=O)CSc1nc(C)cc(C)n1	16µM*	0%	5%
62	CC(=O)/C=C\c1ccccc1OC(=O)c1cc2ccccc2oc1=O	0%	-19%	-17%
63	O=C(Nc1ccon1)c1ccccc1Cl	-6%	-1%	1%
64	COc1ccc(NC(=O)c2cccc(Cn3cc(Br)cn3)c2)cn1	?	3%	14%
65	COC(=O)[C@H]1C[C@@H]1[C@H](NC(=O)OCc1ccccc1)c1ccccc1	1%	11%&1%	-3%
66	O=C(Nc1cccnc1)c1cc2cc(Br)ccc2oc1=O	1%	-11%	?
67	CC(C)(C)NC(=O)CC(c1ccccc1)c1ccccc1O (stereo not drawn)	2%	9%	-1%
68	CCn1nc(C)cc1C(=O)Sc1cccc(Cl)c1	3.7µM*	8%	-14%
69	Cn1cc(Br)c(-c2cccc(NC(=O)CCC(=O)O)c2)n1	14%	-9%	-1%
70	CC12CCC(C(=O)N(CC(O)CN3CCCCC3)C1=O)C2(C)C (stereo not drawn)	5%	?	3%
71	Nc1ccc(C(=O)OCC(=O)NC2CCS(=O)(=O)C2)cc1[N+](=O)[O-] (stereo not drawn)	-10%	-5%	0%
72	C[N+](C)(C)C[C@H](O)CC(=O)[O-]	14%	-5%	-13%
73	CN(C)CCNc1nc2sc3c(c2c(=O)n1CCc1ccccc1)CCCCC3	21µM*	-20%	?
74	CCN(CC)c1ccc(/C=N/N2CCN(Cc3ccc(C)cc3C)CC2)c(O)c1	-23%	8%	-6%
75	CC(=O)N(C)c1nnc(-c2ccccn2)s1	-6%	-2%	10%
76	NC(=O)c1sc(-c2ccsc2)cc1NS(=O)(=O)c1ccc(C(F)(F)F)cc1	-24%	-6%	4%
77	Cc1ccc(S(=O)(=O)N2CCN(C(=O)C3Cc4ccccc4CN3C(=O)c3ccco3)CC2)cc1 (stereo not drawn)	-1%	10%	-10%
78	N#Cc1ccc(S(=O)(=O)NCC(=O)OCC(=O)N2CCCC2=O)cc1	-22%	-1%	2%
79	CC(Cc1ccccc1)C(=O)NCCO (stereo not drawn)	1%	-9%&1%	-6%
80	CCn1c(SCC(=O)NCC2CCCO2)nnc1-c1ccc(Cl)cc1 (stereo not drawn)	6%	-19%	-3%
81	CCOc1cccc(C(=O)Nc2ccc(NC(=O)c3ccc(Br)cc3)cc2)c1	-21%	·	-3%
82	CN(C)c1ccc(/C=C(\NC(=O)c2ccccc2)C(=O)NCCN2CCOCC2)cc1	-3%	-16%	5%
83	COc1cc(/C=C/c2ccc3c(Br)cc(Br)c(O)c3n2)ccc1O	3.3µM*	?	-6%
84	CCN(CC)c1ncnc2sc(C(=O)N3CCN(c4ccccc4)CC3)c(C)c12	?	5%	-4%

Part of the list above in order of number of heavy atoms, ascending.
No.	SMILES	DT40 TDP1 CPT	N370S GC	FEN1 inh
3	Cc1cc(CSc2ccccc2)ccc1NC(=O)c1cccc([N+](=O)[O-])c1	-13%	1%	-1%
60	Cc1cc(C)cc(-c2nnc(SCC(=O)c3c(N)n(C4CC4)c(=O)[nH]c3=O)o2)c1	-4%	-6%	-10%
28	COc1cc(OC)c(C2=NOC(C(=O)Nc3cc(C)nn3-c3ccccc3)C2)cc1Cl (stereo not drawn)	-21%	3%	-15%

Later entries
No.	SMILES	DT40 TDP1 CPT	N370S GC	FEN1 inh
85	CC(=O)c1ccc(OCC(=O)NCc2ccc(F)cc2)cc1	-4%	-1%	-13%
86	Cc1ccc(C)c(N2CCN(C(=O)c3cc(S(=O)(=O)N4CCOCC4)cn3C)CC2)c1	?	3%	-15%
87	CNc1cc(C(=O)O)nc2ccccc12	0.89µM*	·	-1%
88	CCC1CCCCN1C(=O)CSc1nc(N)c(NC(=O)c2ccc(OC)c(OC)c2)c(=O)[nH]1 (stereo not drawn)	5%	3%	-7%
89	CC(=O)c1cccc(NC(=O)c2cc(-n3cnnc3)ccc2Cl)c1	-13%	-1%	3%
90	COc1cccc(/C=N/Nc2nc3ccccc3n3cnnc23)c1O	5.8µM*	-12%	?
91	COc1cc(C(=O)O/N=C2\C=CC(=O)C(C)=C2)cc(OC)c1OC	6.5µM*	-9%	4%
92	CCc1noc2nc(C)n(CC(=O)O)c(=O)c12	10%	·	20%
93	C(#CCN1CCOCC1)COCCOC(c1ccccc1)c1ccccc1	-18%	-27%	-12%
94	COc1ccccc1Cn1c(/C=C/c2ccccc2)nc2ccccc21	?	12%	-12%
95	O=C(N/N=C/c1ccc(OC(=O)c2ccc([N+](=O)[O-])cc2)cc1)c1cccnc1	-23%	5%	-4%
96	CC(=O)N1c2ccc(F)c(F)c2C[C@H]1C	-29%	·	13%

Next section; it opens with the two that closed the last part.
No.	SMILES	DT40 TDP1 CPT	N370S GC	FEN1 inh
95	O=C(N/N=C/c1ccc(OC(=O)c2ccc([N+](=O)[O-])cc2)cc1)c1cccnc1	-23%	5%	-4%
96	CC(=O)N1c2ccc(F)c(F)c2C[C@H]1C	-29%	·	13%
97	COc1c(C)cccc1C(=O)NCc1ccc2c(c1)OCO2	-1%	-4%	5%
98	Clc1ccccc1OCc1nnc(-c2ccccc2)o1	-13%	10%	9%
99	Cc1ccc(N2CC(C(=O)Nc3ccccc3C(=O)N3CCOCC3)CC2=O)cc1 (stereo not drawn)	-20%	-4%	-2%
100	COc1ccc(-c2nc(Cn3c(=O)cc(C)c4c(C)nn(-c5ccccc5)c43)c(C)o2)cc1OC	-1%	·	8%
101	O=C(CSc1ncccc1C(=O)O)c1ccccc1	-9%	17%	-4%

A few values from the entries so far:
compound 4 @ DT40 TDP1 CPT = -3%
compound 65 @ N370S GC = 11%&1%

Screening results (PubChem)
